Compound activity from PubChem.
Akt phos inh = HTS Assay for Inhibitors of Akt Phophorylation: Primary Screen; Neuro2A IGF-stimulated pAkt S473 HTRF, 20 min; stronger effect = lower value; activity change, % for hits at 50 µM; 360,000 tested, 0.32% active; AID 651550, 2012; in the data active = activity change below about -80%; inconclusive = mostly about -51% to -80%; note: % is set by controls: 0 for no effect and ±100 for the full control effect
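Neuro2A cells (4,500/well, DMEM with 0.5% FBS) were treated with compound at a single 50 µM final concentration, stimulated with 6 nM IGF for 20 min at 37 °C, and lysed. Phospho-Akt Ser473 was read by HTRF as 665/615 ratio ×10^4.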
FUS suppressor = qHTS for Suppressors of FUS Proteinopathy: Primary screen using FUS-linked yeast assay; S. cerevisiae FUS-expressing, growth rescue, OD600, 24 h; Potency, µM (titrated, usually from 76.6 µM), for the others: top-dose growth rescue (activation), usual class: activators; 390,000 tested, 0.24% active;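 note: potency is the fitted concentration of half-maximal effect; plate controls were DMSO vehicle for no effect and reference control for full effect; nearly all actives have a fitted effect of over 55% in size; some results filed as inactive show a strong effect at the top dose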
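Read-out: OD at 600 nm after 24hr at 30C, reporting rescue of FUS-induced yeast toxicity. Cells at OD 0.005 in galactose (2%) minimal medium; compounds tested in a dilution series; CP55940 titration from 92uM final as control.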
TDP-43 yeast inh = qHTS of TDP-43 Inhibitors; TDP-43 expressing yeast growth rescue, BacTiter-Glo, 24 h; Potency, µM (doses to about 46.1 µM), for inactives: at the top dose growth rescue (activation), usual class: activators; 410,000 tested, 1.8% active; AID 652104, 2013; note: potency is the fitted concentration of half-maximal effect; % of control where 0% means no effect; nearly all actives have a fitted effect of over 50% in size
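Luminescence from BacTiter-Glo reports growth of TDP-43-expressing yeast after 24 hr at 30 deg C with compound. Cells were raffinose-pregrown to mid-log, then seeded in galactose medium at OD600=0.02.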
aSyn rescue = qHTS of alpha-syn Inhibitors; Yeast expressing alpha-synuclein, growth rescue, BacTiter-Glo, 24 h; Potency, µM (doses to about 46.1 µM), without a hit: at the top dose growth rescue (activation), actives largely listed as activators; 370,000 tested, 0.14% active; AID 652106, 2013; note: potency is the fitted concentration of half-maximal effect; % of control where 0% means no effect; nearly all actives have a fitted effect of over 65% in size
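Screening used galactose-induced yeast with toxic alpha-synuclein levels, exposed to compound for 24 hr at 30 deg C. Cell growth, read with BacTiter-Glo luminescence, gave the measured signal.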
PTHR1 ag = qHTS for PTHR1 Agonists: Primary Screen | Potency, µM (highest dose often 115 µM), for inactives: at the highest dose activation, hits mostly activators | 410,000 tested, 0.075% active | Parathyroid hormone/parathyroid hormone-related peptide receptor (Homo sapiens), Q03431 | HEK293 GP2 PTHR1 cells, GloSensor cAMP luminescence, 1 h; note: potency is the fitted concentration of half-maximal effect; nearly all actives have a fitted effect of over 55% in size; some results filed as inactive show a strong effect at the top dose; inactives centre near -15; many of its hits are not listed in these tables
Target sequence (Q03431 whole entry, looked up): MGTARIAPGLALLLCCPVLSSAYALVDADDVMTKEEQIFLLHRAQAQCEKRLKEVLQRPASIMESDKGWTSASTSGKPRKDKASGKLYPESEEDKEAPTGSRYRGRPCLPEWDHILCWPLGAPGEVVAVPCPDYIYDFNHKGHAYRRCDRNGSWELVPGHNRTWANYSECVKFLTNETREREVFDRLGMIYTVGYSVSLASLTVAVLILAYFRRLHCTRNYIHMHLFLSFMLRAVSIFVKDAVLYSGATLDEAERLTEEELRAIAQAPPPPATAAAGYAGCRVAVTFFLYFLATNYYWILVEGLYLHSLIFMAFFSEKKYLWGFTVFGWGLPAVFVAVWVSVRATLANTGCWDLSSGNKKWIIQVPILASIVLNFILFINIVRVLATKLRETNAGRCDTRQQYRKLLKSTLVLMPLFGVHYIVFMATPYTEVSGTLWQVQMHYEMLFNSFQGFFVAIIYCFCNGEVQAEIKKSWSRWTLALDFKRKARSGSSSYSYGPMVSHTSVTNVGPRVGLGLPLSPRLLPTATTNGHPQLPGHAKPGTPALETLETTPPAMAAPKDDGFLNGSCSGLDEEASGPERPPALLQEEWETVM
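HEK-293-derived GP2 cells expressing PTHR1 and a GloSensor cAMP reporter, 3,000/well, plated overnight, given luciferin plus IBMX (each 0.5 mM as added) for 1 h at 37 °C, then compound for 1 h at 37 °C. Luminescence was read after 15 min at room temperature.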
D3 antag = qHTS of D3 Dopamine Receptor Antagonist: qHTS. D(3) dopamine receptor (Homo sapiens), P35462. D3R cells, DiscoveRx beta-arrestin luminescence, antagonist mode; stronger effect = lower value. max response, negative = inhibition, %. 360,000 tested, 2.5% active. AID 652054, 2013; in the data active = max response below about -50%; inconclusive = no clear call, values can overlap the other calls; note: % is set by controls: 0 for no effect and ±100 for the full control effect; mostly tested at two doses, the higher about 12 µM
Target sequence (P35462 whole entry, looked up): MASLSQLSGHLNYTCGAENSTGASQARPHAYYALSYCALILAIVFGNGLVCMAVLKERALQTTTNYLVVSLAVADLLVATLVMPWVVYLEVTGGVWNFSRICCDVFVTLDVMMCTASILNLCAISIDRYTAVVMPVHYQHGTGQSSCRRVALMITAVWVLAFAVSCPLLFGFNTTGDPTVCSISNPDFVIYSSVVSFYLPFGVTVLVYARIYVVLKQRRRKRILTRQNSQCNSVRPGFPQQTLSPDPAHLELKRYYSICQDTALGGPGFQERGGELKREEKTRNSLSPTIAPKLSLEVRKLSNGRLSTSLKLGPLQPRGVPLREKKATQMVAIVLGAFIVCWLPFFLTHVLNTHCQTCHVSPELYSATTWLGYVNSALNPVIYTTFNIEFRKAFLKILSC
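Cells expressing the human receptor were seeded at 1500 cells/well, incubated overnight at 37 degrees C in 5% CO2, then exposed to library compounds with dopamine controls for 90 minutes at 37 degrees C before luminescent detection.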
Abeta rescue = qHTS for compounds that reverse cellular toxicity of Amyloid beta (A-beta) peptide in yeast: Primary Screen; yeast expressing A-beta42, growth rescue, OD600, 48 h; response scale: 0% DMSO, 100% iron-clioquinol control; Potency, µM (titrated, usually from 46.1 µM), for inactives: at the highest dose growth rescue, usual class: activators; 410,000 tested, 0.063% active; AID 1347071, 2019; note: potency is the fitted concentration of half-maximal effect; nearly all actives have a fitted effect of over 55% in size
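Growth rescue measured by 600 nm absorbance after 48 h yeast culture at 30 C with compound. Values normalized between DMSO and an equimolar ferric chloride plus clioquinol control.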
GLP-1R inv ag = qHTS of GLP-1 Receptor Inverse Agonists (Inhibition Mode). 410,000 tested, 1.6% active. Glucagon-like peptide 1 receptor (Homo sapiens), P43220. Potency, µM (highest dose often 38.3 µM), for the others: at the highest dose activity change, negative = inhibition, usual class: inhibitors. HEK293 GLP-1R CRE-luciferase, luminescence, 24 h; GLP-1R form is constitutively active; note: potency is the fitted concentration of half-maximal effect; % is set by controls: 0 for no effect and ±100 for the full control effect; nearly all actives have a fitted effect of over 55% in size
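Luminescence readout: a drop in cAMP-driven luciferase signal flags inverse agonism at a constitutively active GLP-1R stably expressed in HEK293. Compound exposure lasted 24 hr at 37 deg C, 5% CO2.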
GLP1R ag = qHTS of GLP-1 Receptor Agonists. Glucagon-like peptide 1 receptor (Homo sapiens), P43220. HEK293 GLP-1R CRE-luciferase, luminescence, 4-6 h; cells express a hypersensitive GLP-1R form. Potency, µM (titrated, usually from 45.6 µM), without a hit: at the highest dose activation, actives largely listed as activators. 380,000 tested, 0.007% active. AID 624172, 2012; note: potency is the fitted concentration of half-maximal effect; % of control where 0% means no effect
* marks the source's active call; other numbers are inactive results; i = inactive; ? = inconclusive; . = not tested or not shown; [ ] = dose if it differs, or a comment. Unless noted, calls come from the whole dose curve; as a rule, active = well fitted curve in the direction sought with a large enough effect; inconclusive = small, poorly fitted or top-dose-only effect, or another doubt; inactive = no such curve, though single readings can be large; an effect the other way counts as inactive or inconclusive.

The line under a structure holds: Akt phos inh	FUS suppressor	TDP-43 yeast inh	aSyn rescue	PTHR1 ag	D3 antag	Abeta rescue	GLP-1R inv ag	GLP1R ag
CCOC(=O)c1sc(NNC(=O)c2ccc(C)cc2)nc1C
 : i	7%	-17%	-3%	i	-14	-3%	14%	6%
C=CCOc1ccc(CNCCc2ccc(S(N)(=O)=O)cc2)cc1
 : i	14%	-6%	4%	-3%	-25	9%	?	10%
CC1=C(c2ccc(C(C)C)cc2)S(=O)(=O)NC1=NCc1ccccc1Br
 : .	8%	-1%	.	-31%[inhibitor]	.	-7%	?	.
COC(C(=O)Nc1ccnn1C1CCN(C(=O)c2ccc(C=O)cc2)CC1)c1ccccc1 (stereo not given)
 : i	9%	-4%	1%	?	4	2%	5%	0%
NC(=O)c1ccsc1NC(=O)c1ccc(S(=O)(=O)N2CCCC2)cc1
 : i	21%	22%	-5%	-10%	10	-14%	23%	10%
CC(C)OC(=O)/C=C1\C[C@@H](c2ccccc2C(F)(F)F)O[C@@H](c2ccccc2C(F)(F)F)O1
 : i	-8%	-4%	0%	-11%	-14	-13%	10%	.
NC(CCc1ccccc1)c1csc(Nc2ccc(C(=O)NCCO)cc2)n1 (stereo not given)
 : i	29%	10%	-1%	i	3	7%	?	-7%
COc1ccc(NC(=O)CSc2nnc(-c3cc(C)[nH]n3)n2N)cc1OC
 : i	29%	0%	-3%	-1%	-9	-2%	34%	-1%
Cc1c(NC(=O)C2(c3ccc(Cl)cc3)CCCC2)c(=O)n(-c2ccccc2)n1C
 : .	-15%	8%	.	-4%	2	24%	-9%	-12%
O=C(O)c1sc(Nc2ccccc2)nc1-c1ccccc1
 : .	-11%	6%	.	17%	.	-13%	-6%	0%
O=C(CSc1nnc(C2COc3ccccc3O2)o1)Nc1nccs1 (stereo not given)
 : i	2%	?	0%	21%	4	-7%	-1%	-2%
CCOC(=O)N1CCc2c(sc(NC(=O)CN3CCOCC3)c2C#N)C1
 : i	-1%	-2%	3%	i	2	8%	8%	4%
COc1ccc(-c2nc(SC(CC(=O)NCCO)c3cccs3)n[nH]2)cc1 (stereo not given)
 : i	2%	14%	2%	18%	10	-2%	27%[7.66 µM]	0%
CN(Cc1ccco1)C(=O)c1c[nH]c2ccc(S(=O)(=O)Nc3ccc4c(c3)OCCO4)cc2c1=O
 : i	19%	15%	0%	i	-7	9%	1%	-6%
N#Cc1ccsc1NC(=O)CN1CCCCCC1
 : i	-17%	-3%	-5%	-7%[57.5 µM]	17	10%	-6%	-3%
CC(Sc1ccc(Cl)cc1)C(=O)NNC(=O)c1ccco1 (stereo not given)
 : i	-4%	20%	4%	i	1	-3%	-5%	-3%
O=C(NNC(=O)c1csc(-c2cccnc2)n1)c1ccccc1
 : i	-26%	13%	2%	i	19	-2%	20%	1%
COc1ccc2c(c1)CC(C)C/C2=N\NC(=O)c1ccco1 (stereo not given)
 : i	0%	24%	2%	i	1	-2%	3%	8%
Cc1ccc(C(=O)COC(=O)c2cc(-c3ccccc3)nc3ccccc23)cc1C
 : .	-20%	-8%	.	-31%[inhibitor]	.	-14%	10%	.
CC(Sc1ccc(S(=O)(=O)N2CCCC2)cn1)C(N)=O (stereo not given)
 : i	.	10%	0%	i	45	-10%	11%	-18%
Cc1ccc(-n2c(C)cc(/C=N/Nc3ccc([N+](=O)[O-])cn3)c2C)cc1
 : i	.	22%	-13%	-19%	-6	-11%	-13%	19%
COC(C[C@H]1O[C@H]1C(=O)[C@@H](C)OCc1ccccc1)OC
 : i	-15%	4%	3%	-12%	-1	-10%	27%	3%
CCN(CC)C(=O)c1sc2c(c1C)c(=O)n(-c1ccc(Cl)c(Cl)c1)c(=O)n2Cc1cc(=O)n2ccccc2n1
 : .	9%	0%	.	24%	.	-14%	-3%	.
O=C(NCc1ccc(N2CCCC2=O)cc1)NC1CCCCC1
 : i	0%	4%	4%	i	22	?	4%	-2%
Cc1ccc(C)c(CNS(=O)(=O)c2c(C)[nH]c(C)c2C(=O)N2CCCCC2)c1
 : i	27%	17%	1%	6%	6	14%	-17%	5%
CC(C)CNS(=O)(=O)c1ccc(CCC(=O)NCc2ccncc2)cc1
 : i	-14%	10%	1%	-8%	-3	2%	17%	2%
c1ccc(Nc2nc(NCc3ccco3)c3ccccc3n2)cc1
 : i	11%	22%	-15%	-19%	-12	-63%[inhibitor]	2.2µM*	-9%
CN(C)c1ccc(NC(=O)CN2C3CCCC2CC(NC(=O)c2ccccc2)C3)cc1 (stereo not given)
 : i	6%	-6%	-2%	-18%	7	-4%	-29%	10%
O=C(C(Sc1ccccc1)c1ccccc1)N1CCOCC1 (stereo not given)
 : i	.	21%	10%	i	1	10%	-8%	-3%
O=C(NCC(c1cccnc1)N1CCOCC1)Nc1ccccc1 (stereo not given)
 : i	15%	-13%	-3%	i	-13	2%	1%	-3%

Part of the list above in order of formula weight, lowest first.
The line under a structure holds: Akt phos inh	FUS suppressor	TDP-43 yeast inh	aSyn rescue	PTHR1 ag	D3 antag	Abeta rescue	GLP-1R inv ag	GLP1R ag
N#Cc1ccsc1NC(=O)CN1CCCCCC1
 : i	-17%	-3%	-5%	-7%[57.5 µM]	17	10%	-6%	-3%
O=C(O)c1sc(Nc2ccccc2)nc1-c1ccccc1
 : .	-11%	6%	.	17%	.	-13%	-6%	0%
CC(Sc1ccc(S(=O)(=O)N2CCCC2)cn1)C(N)=O (stereo not given)
 : i	.	10%	0%	i	45	-10%	11%	-18%
C=CCOc1ccc(CNCCc2ccc(S(N)(=O)=O)cc2)cc1
 : i	14%	-6%	4%	-3%	-25	9%	?	10%
Cc1ccc(-n2c(C)cc(/C=N/Nc3ccc([N+](=O)[O-])cn3)c2C)cc1
 : i	.	22%	-13%	-19%	-6	-11%	-13%	19%
CC(C)CNS(=O)(=O)c1ccc(CCC(=O)NCc2ccncc2)cc1
 : i	-14%	10%	1%	-8%	-3	2%	17%	2%
CCOC(=O)N1CCc2c(sc(NC(=O)CN3CCOCC3)c2C#N)C1
 : i	-1%	-2%	3%	i	2	8%	8%	4%
NC(=O)c1ccsc1NC(=O)c1ccc(S(=O)(=O)N2CCCC2)cc1
 : i	21%	22%	-5%	-10%	10	-14%	23%	10%
COc1ccc(NC(=O)CSc2nnc(-c3cc(C)[nH]n3)n2N)cc1OC
 : i	29%	0%	-3%	-1%	-9	-2%	34%	-1%
Cc1ccc(C(=O)COC(=O)c2cc(-c3ccccc3)nc3ccccc23)cc1C
 : .	-20%	-8%	.	-31%[inhibitor]	.	-14%	10%	.
Cc1ccc(C)c(CNS(=O)(=O)c2c(C)[nH]c(C)c2C(=O)N2CCCCC2)c1
 : i	27%	17%	1%	6%	6	14%	-17%	5%
CCN(CC)C(=O)c1sc2c(c1C)c(=O)n(-c1ccc(Cl)c(Cl)c1)c(=O)n2Cc1cc(=O)n2ccccc2n1
 : .	9%	0%	.	24%	.	-14%	-3%	.

The list goes on:
The line under a structure holds: Akt phos inh	FUS suppressor	TDP-43 yeast inh	aSyn rescue	PTHR1 ag	D3 antag	Abeta rescue	GLP-1R inv ag	GLP1R ag
O=S(=O)(NCC1CCCO1)c1ccc(S(=O)(=O)N2CCCC2)cc1 (stereo not given)
 : i	-1%	-27%	4%	i	10	3%	-1%	5%
COc1cccc(NC(=O)C2C3C=CC4(O3)C2C(=O)N(C(C)C)C4C(=O)NC2CCCCC2C)c1 (stereo not given)
 : i	16%	-4%	1%	i	-17	2%	-11%	-9%
O=C(O)Cc1ccc2ccc3ccccc3c2c1
 : i	-15%	?	-32%[inhibitor]	-23%	-14	-52%[inhibitor]	10%	-6%
CC1(c2ccccc2Cl)NC(=O)N(CC(=O)NCc2ccc3c(c2)OCO3)C1=O (stereo not given)
 : i	11%	-7%	1%	10%	4	0%	?	5%
COc1ccc(S(=O)(=O)NNC(=O)Nc2ccc(F)cc2)cc1
 : i	2%	-3%	-10%	-9%	-14	5%	-5%	4%
Cc1ccc(C(=O)N2CCCC(N3CCN(c4ccccc4F)CC3)C2)s1 (stereo not given)
 : i	6%	-12%	1%	-12%	?	2%	?	2%
COc1ccc(C(=O)Nn2cnc3ccccc3c2=O)c(OC)c1
 : i	-5%	4%	-1%	-36%[inhibitor]	5	0%	-4%	3%
C[C@H](CO)N1C[C@H](C)[C@@H](CN(C)Cc2ccc(Cl)c(Cl)c2)Oc2c(NC(=O)C3CCOCC3)cccc2C1=O
 : i	41%	8%	28%	-7%	14	-7%	-15%	6%

One compound at a time (already shown):
Listed for `C[C@H](CO)N1C[C@H](C)[C@@H](CN(C)Cc2ccc(Cl)c(Cl)c2)Oc2c(NC(=O)C3CCOCC3)cccc2C1=O` = Akt phos inh = i; FUS suppressor = 41%; TDP-43 yeast inh = 8%; aSyn rescue = 28%; PTHR1 ag = -7%; D3 antag = 14; Abeta rescue = -7%; GLP-1R inv ag = -15%; GLP1R ag = 6%
Listed for `O=C(O)Cc1ccc2ccc3ccccc3c2c1` = Akt phos inh = i; FUS suppressor = -15%; TDP-43 yeast inh = ?; aSyn rescue = -32%[inhibitor]; PTHR1 ag = -23%; D3 antag = -14; Abeta rescue = -52%[inhibitor]; GLP-1R inv ag = 10%; GLP1R ag = -6%

These rows are one share of the data (hit frequency here may not be typical).
